GAA spleen mod: qHTS Assay for Inhibitors and Activators of Human alpha-Glucosidase From Spleen Homogenate; human spleen homogenate, 4-MU-alpha-glucoside fluorescence; Potency, µM (doses to about 79.9 µM), inactives show at the top dose activity change, negative = inhibition, most hits filed as inhibitors; hit rate 0.006% among 240,000;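 also: 0% = enzyme with vehicle and -100% = no enzyme basal signal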
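AC50 values come from Hill-equation fits of concentration-response data, normalized to no-enzyme and full-activity controls. Enzyme source: 1 ug human spleen homogenate; 1 mM fluorogenic 4-MU glucoside, pH 5.0 citrate buffer, 37 C, 40 min.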
aGal spleen mod: qHTS Assay for Inhibitors and Activators of Human alpha-Galactosidase From Spleen Homogenate; hit rate 0.008% among 240,000; Potency, µM (highest dose often 80 µM), without a hit: top-dose activity change, negative = inhibition, most hits filed as inhibitors; Alpha-galactosidase A (Homo sapiens), P06280; human spleen homogenate, 4MU-alpha-Gal fluorescence, 40 min;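 also: 0% = enzyme with vehicle and -100% = no enzyme basal signal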
Target sequence (P06280 32-429 limits assumed): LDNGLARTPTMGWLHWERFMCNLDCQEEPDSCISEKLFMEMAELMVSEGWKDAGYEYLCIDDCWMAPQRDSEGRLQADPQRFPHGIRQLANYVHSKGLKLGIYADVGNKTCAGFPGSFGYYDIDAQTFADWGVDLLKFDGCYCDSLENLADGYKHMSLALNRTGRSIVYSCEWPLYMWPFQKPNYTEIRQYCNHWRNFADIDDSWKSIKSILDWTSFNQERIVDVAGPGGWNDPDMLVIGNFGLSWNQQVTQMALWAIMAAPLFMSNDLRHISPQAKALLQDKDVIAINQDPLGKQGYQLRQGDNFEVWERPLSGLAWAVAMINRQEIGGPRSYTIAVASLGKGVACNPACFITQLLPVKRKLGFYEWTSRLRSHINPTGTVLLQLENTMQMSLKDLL
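Human spleen homogenate (1 ug) was the enzyme source, with 4-methylumbelliferyl-alpha-D-galactopyranoside (1 mM final) in pH 5.0 citrate buffer with 0.01% Tween-20. Compounds were titrated; after 40 min at 37C, NaOH/glycine stop, 4-MU fluorescence read; AC50 from Hill fits.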
GAA inh: qHTS Assay for Inhibitors of Human alpha-Glucosidase as a Potential Chaperone Treatment of Pompe Disease | purified human GAA, 4-MU-alpha-glucoside fluorescence | hit rate 0.005% among 200,000 | AID 1466, 2008 | Potency, µM (titrated, usually from 76.9 µM), inactives show at the highest dose activity change, negative = inhibition, most hits filed as inhibitors | Lysosomal alpha-glucosidase (Homo sapiens), P10253;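 also: plate controls were uninhibited enzyme wells for no effect and no-enzyme background for full effect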
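Endpoint fluorogenic read: 20 min room-temperature reaction of 4 nM human alpha-glucosidase with 400 uM 4-methylumbelliferyl-alpha-D-pyranoside, pH 5.0, quenched with 1M NaOH/1M glycine pH 10. AC50 from Hill modeling.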
Epigenetic reg: Quantitative High-Throughput Screen for Regulators of Epigenetic Control; murine LDR cells, GFP reporter derepression, 30 h; Potency, µM (doses to about 53.9 µM), for inactives: top-dose GFP activation, most hits filed as activators; hit rate 0.2% among 280,000; also: % of control where 0% means no effect; nearly all actives have a fitted effect of over 60% in size
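GFP-positive cell count by laser-scanning cytometry (objects 20–120 um) after 30 h, 37 C compound exposure of murine LDR cells; reporter is CMV-GFP integrated at a silenced locus, inducible by HDAC or DNMT inhibitors.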
GAA glycogen mod: qHTS Assay for Inhibitors and Activators of Human alpha-Glucosidase Cleavage of Glycogen. recombinant GAA, glycogen substrate, Amplex Red glucose oxidase fluorescence. Potency, µM (doses to about 76.4 µM), for inactives: top-dose activity change, negative = inhibition, usual class: inhibitors. hit rate 0.38% among 300,000. AID 2100, 2009;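 also: 0% = full enzyme reaction and -100% = no-enzyme basal signal; the screen sought inhibitors and activators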
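Recombinant enzyme (4 nM final) with compounds titrated up to 77 uM and bovine liver glycogen (30 ug) in citrate pH 5.0, 0.01% Tween-20, 37 C 40 min. Released glucose detected by Amplex Red/glucose oxidase (Ex 573/Em 610); AC50 from Hill fits.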
ALDH1A1 inh: qHTS Assay for Inhibitors of Aldehyde Dehydrogenase 1 (ALDH1A1); hit rate 7.3% among 220,000; Purified ALDH1A1, NADH fluorescence, propionaldehyde substrate; Aldehyde dehydrogenase 1A1 (Homo sapiens), P00352; Potency, µM (highest dose often 75.3 µM), for the others: top-dose activity, negative = inhibition, hits mostly inhibitors; active = well fitted inhibition curve with a large enough effect, not every such curve was filed as active; inconclusive = small, poorly fitted or top-dose-only effect, or another doubt; inactive = no such curve, though single readings can be large or run the other way;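 also: plate controls were no enzyme wells and a reference inhibitor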
Target sequence (P00352 whole entry, looked up): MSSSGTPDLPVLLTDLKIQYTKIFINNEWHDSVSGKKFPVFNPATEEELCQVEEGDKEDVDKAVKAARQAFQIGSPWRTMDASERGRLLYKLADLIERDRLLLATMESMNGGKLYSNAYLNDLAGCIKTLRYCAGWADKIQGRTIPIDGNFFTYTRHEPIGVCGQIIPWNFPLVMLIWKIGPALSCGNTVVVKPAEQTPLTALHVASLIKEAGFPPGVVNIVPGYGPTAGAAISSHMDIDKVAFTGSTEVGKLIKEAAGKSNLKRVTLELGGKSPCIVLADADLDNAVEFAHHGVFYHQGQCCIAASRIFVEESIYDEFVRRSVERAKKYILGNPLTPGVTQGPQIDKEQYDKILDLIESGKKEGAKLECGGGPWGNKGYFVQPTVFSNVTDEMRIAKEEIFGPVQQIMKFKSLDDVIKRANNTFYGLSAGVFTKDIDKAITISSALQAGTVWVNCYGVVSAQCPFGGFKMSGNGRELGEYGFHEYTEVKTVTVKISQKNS
Tau fluor cs: Counterscreen qHTS for Inhibitors of Tau Fibril Formation, Fluorescence Polarization; tau K18 P301L (four-repeat tau fragment) Alexa594 fluorescence, heparin fibrillization; Potency, µM (doses to about 57.7 µM), for inactives: at the highest dose activity change, negative = decrease; hit rate 0.93% among 280,000; AID 1463, 2008; also: % is scaled to controls: 0 for no effect and ±100 for the full control effect; nearly all actives have a fitted effect of over 55% in size
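Human K18 P301L tau (15 uM unlabeled plus 0.24 uM Alexa 594-labeled, final) in 100 mM sodium acetate pH 7 was mixed with compound and 20 uM heparin and incubated 6 hr at 37 C.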
NPSR antagonist: qHTS Assay for Antagonists of the Neuropeptide S Receptor: cAMP Signal Transduction | CHO-NPSR cells, cAMP TR-FRET, antagonist mode | Potency, µM (top dose mostly 38.3 µM), for the others: at the top dose activity change, negative = inhibition, usual class: inhibitors | hit rate 1% among 220,000; also: % is scaled to controls: 0 for no effect and ±100 for the full control effect; nearly all actives have a fitted effect of over 50% in size; many of its hits are not listed in these tables
An asterisk follows results filed as active; ? = inconclusive; nt = no result given; [ ] = another dose, or the depositor's remark. Unless noted, calls follow the shape of the dose curve; as a rule, active = well fitted curve in the direction sought with a large enough effect; inconclusive = small, poorly fitted or top-dose-only effect, or another doubt; inactive = no such curve, though single readings can be large; an effect the other way counts as inactive or inconclusive. Potency is read from the fitted curve at half-maximal effect. Some of the compounds tested; rates above refer to the full screens.

Values run as follows: aGal spleen mod, NPSR antagonist, Epigenetic reg, GAA glycogen mod, Tau fluor cs, ALDH1A1 inh, GAA spleen mod, GAA inh
> CC(C)(C)C1CCC(OC(=O)c2ccncc2)CC1 (stereo unspecified)
→ 7%, 5%[46.1 µM], -2.3%, -11%, -5%, -1%, 3%, 0%
> O=C(Nc1cc(C(F)(F)F)ccc1N1CCOCC1)c1cccc(F)c1
→ 9%, -9%[46.1 µM], 0.7%, 21%, -14%, -11%, 8%, -5%
> Clc1ccc(-c2cc(COc3ccccc3)on2)cc1
→ 5%, -4%, -2.2%, 2%, -18%, 1%, nt, -5%
> COc1ccccc1N1CCN(C(c2cccs2)C(C)NC(=O)c2ccco2)CC1 (stereo unspecified)
→ 7%, -18%, -3.1%, -1%, -7%, nt, 5%, nt
> COc1ccc(-c2nc(-c3ccc(NC(=O)c4ccc(Br)o4)cc3)no2)cc1OC
→ -9%, -13%[46.1 µM], 0.0%, 2%, -27%, 2%, -1%, -2%
> NC(=O)NC(Cc1ccccc1)C(=O)NCC1(N2CCCCC2)CCCCC1 (stereo unspecified)
→ -20%, -1%[46.1 µM], -0.9%, 6%, -1%, 7%, -4%, 3%
> COC(=O)COc1ccc(S(=O)(=O)Nc2ccc(C(N)=O)cc2)cc1
→ -1%, -16%[46.1 µM], 0.0%, -3%, -2%, 7%, -9%, -9%
> O=C(Nc1ccc2c(c1)nc1n2CCN(C2CCCCC2)C1)NC1CCCCC1
→ 6%, -18%[46.1 µM], 0.4%, -2%, -24%, ?, -4%, -1%
> CC1(C)N=C(N)NC(Nc2ccc(Br)cc2)=N1
→ 1%, -1%[46.1 µM], 2.1%, 6%, 0%, -8%, 1%, -1%
> C=CCSc1nnc(-c2cnn(-c3ccccc3)c2-n2cccc2)n1C
→ -1%, -29%[46.1 µM], -0.7%, -5%, -4%, -10%, 2%, -2%
> CCOC(=O)c1nnn(CC(=O)N2N=C(c3ccccc3)CC2c2ccccc2)c1C(=O)OCC (stereo unspecified)
→ 2%, 22%[46.1 µM], -1.2%, -7%, 7%, 9%, 4%, ?
> CN1C=C(C(F)(F)F)C=C/C1=C(\C#N)c1nnc2n1CCCCC2
→ 4%, 3%[46.1 µM], 0.0%, 2%, 2%, -6%, 4%, -10%
> Cc1cc2cc(CCNC(=O)c3ccc(C)c([N+](=O)[O-])c3)c(=O)[nH]c2cc1C
→ 11%, 24%, -2.0%, 5%, 2%, 4%, -1%, -2%
> Cc1nc(/C=C\C(=O)O)c2cc(C)oc2n1
→ 23%, 33%, -7.4%, 6%, -2%, ?, 12%, ?
> CCOC(=O)c1c(C)nc(-c2ccccc2)nc1N
→ -4%, -2%[46.1 µM], -0.1%, -6%, 2%, -4%, 7%, -2%

Some values from above.
Value of `Clc1ccc(-c2cc(COc3ccccc3)on2)cc1` under aGal spleen mod: 5%
Value of `CC(C)(C)C1CCC(OC(=O)c2ccncc2)CC1` (stereo unspecified) under ALDH1A1 inh: -1%

(further entries)
Values run as follows: aGal spleen mod, NPSR antagonist, Epigenetic reg, GAA glycogen mod, Tau fluor cs, ALDH1A1 inh, GAA spleen mod, GAA inh
> CC(OC(=O)CCC(=O)c1cccs1)C(=O)Nc1ccccc1[N+](=O)[O-] (stereo unspecified)
→ -4%, 12%, -3.7%, 0%, -18%, ?, 3%, -3%
> Cc1ccc(S(=O)(=O)[N-]c2nc3ccccc3nc2-n2cc[n+](Cc3ccccc3)c2)cc1
→ 4%, -54%, 2.5%, 1%, -15%, nt, 3%, nt
> CCCCc1nc2c(c3c1C[C@H](C)OC3)CN(S(=O)(=O)c1ccc3c(c1)OCCN3C)CC2
→ 1%[17.5 µM], nt, nt, nt, 2%[11.6 µM], -10%[13.5 µM], -7%[17.4 µM], nt
> Clc1ccccc1N/N=C/c1ccc2c(c1)OCO2
→ 8%, -5%, 2.1%, -22%, ?, ?, -4%, -3%
> CCOC(=O)C(Cc1ccccc1)c1ccnc2ncnn12 (stereo unspecified)
→ -1%, -1%, 0.9%, 24%, 7%, -11%, 3%, 0%
> COc1ccc(Br)cc1/C=c1\sc2nc(-c3ccco3)nn2c1=O
→ 3%, -23%[46.1 µM], 0.8%, 7%, -15%, 28µM*, -16%, 0%
> Cc1nc(SCC(=O)Nc2cccnc2Cl)nc(C)c1C
→ 7%, 20%, 5.8%, 10%, -6%, -1%, 4%, 0%
> CCc1ccc(NC(=O)c2ccccc2NC(=O)C2CCCO2)cc1 (stereo unspecified)
→ 5%, -11%[46.1 µM], 12%, 13%, -22%, -5%, 2%, -13%
> COc1ccc(CC(=O)NNC(=S)Nc2ccccc2)cc1Cl
→ 12%, 8%, 1.2%, -24%, -6%, ?, 7%, 5%
> Cc1cccc(CSc2nnc([C@@H]3CCCN3)o2)c1
→ 2%, -12%, -2.1%, 5%, -15%, nt, 1%, nt
> Cn1c(N)c(C(=O)COC(=O)C2CCCN2C(=O)c2cccs2)c(=O)n(C)c1=O (stereo unspecified)
→ -2%, 14%, -3.2%, ?, -1%, -4%, -1%, 1%
> CCCC[C@@H]1CNC(=S)N1CCc1cccc2ccccc12
→ 7%, 57%, -0.7%, -15%, -17%, -2%, 8%, nt
> CCN(CC)C(=O)Oc1ccc(NC(C)=O)cc1
→ 0%, -14%[46.1 µM], 1.1%, 4%, -1%, 8%, 5%, -5%
> Cc1ccc2nc(-c3ccc(NC(=O)CSc4nccc(=O)[nH]4)cc3)sc2c1
→ 13%, -19%, -2.1%, -2%, -11%, ?, -2%, 5%
> CCOc1ccc(-c2c(C(=O)N/N=C/c3ccc(C)cc3)nnn2-c2nonc2N)cc1
→ -5%, -45%, -1.0%, 1%, ?, nt, 2%, nt
> Cc1ccc(SCc2cc(=O)n3ccsc3n2)c(C)c1
→ 0%, 2%[46.1 µM], 0.0%, -2%, -9%, 5%, 2%, 4%
> CCNC(=O)CSc1nnc(-c2cccs2)o1
→ 9%, 11%, -1.4%, 3%, -3%, -7%, -2%, ?
> Cc1nnc(SC(C)C(=O)Nc2ccc(Cl)cn2)n1Cc1ccccc1 (stereo unspecified)
→ 10%, -15%[46.1 µM], -0.9%, 4%, -5%, 3%, 3%, -9%
> COc1cccc2c1OC1(C)CC2/C(=C(\C)O)C(=O)N1 (stereo unspecified)
→ 3%, 2%[46.1 µM], -3.7%, 2%, -1%, 4%, 7%, -9%
> COc1ccc(N/C(N)=N/c2nc(CSc3ccc(C)cc3)cc(=O)[nH]2)cc1
→ -17%, -19%[7.67 µM], -5.7%, 1%, -21%, ?, 3%, -2%
> CCCC[C@@H]1CNC(=S)N1CC1CCCCC1
→ -13%, -18%, 0.0%, -2%, -2%, nt, 0%, nt
> COc1ccc(S(=O)(=O)Nc2c3ccccc3nc(=O)n2-c2ccccc2)cc1
→ 8%, -21%[46.1 µM], -0.5%, -11%, -2%, ?, 2%, 12%
> CCCCC(=O)NCc1ccccc1Cl
→ -3%, 13%, -1.2%, 1%, 1%, 0%, -7%, 7%
> O=C(NCCc1ccccc1)c1ncn[nH]1
→ 22%, 5%[46.1 µM], 0.0%, -2%, 2%, -8%, -7%, 7%
> Cc1cc(C)c2nc(N3CCC(C(=O)NCCCN4CCCCC4)CC3)sc2c1
→ 7%, -8%[46.1 µM], -0.8%, 7%, -15%, 0%, -4%, 1%
> CC(=O)c1sc(NC(=O)CCCOc2ccc(Cl)cc2)nc1C
→ 8%, -16%, 0.3%, -8%, -13%, 4%, -6%, -8%
> O=C(C1CCCN(Cc2cccnc2)C1)N1CCCCC1 (stereo unspecified)
→ 5%, -9%[46.1 µM], 0.2%, -3%, -21%, 5µM*, 0%, -9%
> Cc1cc2ccc3ccccc3c2cc1CN(C)C
→ 9%, 50%, -0.5%, 0%, 1%, -3%, 2%, -1%
> COC(=O)c1ccsc1NC(=O)CN1C(=O)CCC1=O
→ 5%, 1%, 1.0%, 6%, 0%, nt, 0%, nt
> CC1(c2ccc(Cl)c(Cl)c2)NC(=S)N2C1NC(=S)N2c1ccccc1 (stereo unspecified)
→ -6%, -13%[46.1 µM], -0.3%, ?, -25%, -10%, -2%, -5%
> CCCn1c(NC(=O)c2ccccc2Br)nc2ccccc21
→ 6%, -39%, 1.1%, 7%, -6%, ?, 8%, 0%
> c1ccc2c(c1)nc(Nc1ccc3c(c1)OCO3)c1nnnn12
→ 6%, -8%[46.1 µM], 0.0%, 4%, ?, 4%, -1%, -5%
> COc1ccc(S(=O)(=O)N2CCC(C(=O)N3CCCCC3)CC2)cc1OC
→ 5%, -10%[46.1 µM], -0.9%, 7%, 6%, -9%, -3%, -3%
> COc1ccccc1CNC(=O)C(=O)NCC(c1ccco1)N1CCOCC1 (stereo unspecified)
→ 1%, 3%, -0.1%, 7%, -2%, 0%, nt, -10%
> CC(=O)/C(=N/Nc1ccc(Br)cc1)N1CCCc2ccccc21
→ -11%, -52%, 0.1%, ?, ?, nt, -1%, nt
> COc1ccc(NCC(=O)Nc2ccc(Br)cc2F)c(OC)c1
→ -7%, 8%, 2.1%, 40µM*, ?, 1.6µM*, 3%, 2%
> Cc1c(Br)c([N+](=O)[O-])nn1CC(=O)NCCc1c[nH]c2ccccc12
→ 1%, -11%, 1.1%, 8%, -14%, 2%, nt, -4%
> c1ccc(CSc2ncn[nH]2)nc1
→ -3%, 3%, 0.0%, 6%, 6%, 3%, 2%, 6%
> O=C(Nc1cc([N+](=O)[O-])ccc1N1CCOCC1)c1ccco1
→ 5%, -7%, 1.1%, -12%, 3%, 3%, 5%, -1%
> Cc1ccc(N=Nc2ccc(N)cc2C)c(S(N)(=O)=O)c1
→ -1%, -1%, 1.1%, -6%, ?, ?, -2%, -11%
> CCCCC(=O)Nc1c(C)cc(C)cc1Cl
→ 3%, 1%[46.1 µM], 0.0%, -7%, -2%, -9%, 7%, -7%
> COc1cccc(N2C(=O)C(CC(=O)Nc3ccccc3)N(C3CCCCC3)C2=O)c1 (stereo unspecified)
→ -3%, -16%[46.1 µM], 3.6%, -2%, -10%, 5%, -1%, 0%
> CSc1nnc(-c2cccn(Cc3ccccc3)c2=O)o1
→ ?, -4%, -1.1%, 1%, -6%, ?, ?, ?
